Bioassay records as filed in PubChem.
rCAG binder: binders of r(CAG) RNA repeats, primary screen, biochemical, fluorescence. r(CAG) RNA repeat, TO-PRO-1 dye displacement fluorescence. 1.3% of 370,000 active. inhibition, % at 3 µM;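 active = inhibition above the plate cutoff, the mean of all test compounds on that plate plus 3 SD, cut at about 35% in these data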;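 note: 0% = DMSO alone and 100% = 100 µM mitoxantrone as full dye displacement; higher means more dye released from RNA so lower well fluorescence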
PRMT1 FP inh: PRMT1 methyltransferase inhibitors, primary screen, biochemical, fluorescence polarization | 1.3% of 370,000 active | inhibition, % at 2.79 µM | Protein arginine N-methyltransferase 1 (Homo sapiens), Q99873 | AID 652257, 2013 | recombinant PRMT1, activity-based probe fluorescence polarization;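 active = inhibition above about 21% made by adding two undisclosed values, limit read from the data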
Target sequence (Q99873 whole entry, looked up): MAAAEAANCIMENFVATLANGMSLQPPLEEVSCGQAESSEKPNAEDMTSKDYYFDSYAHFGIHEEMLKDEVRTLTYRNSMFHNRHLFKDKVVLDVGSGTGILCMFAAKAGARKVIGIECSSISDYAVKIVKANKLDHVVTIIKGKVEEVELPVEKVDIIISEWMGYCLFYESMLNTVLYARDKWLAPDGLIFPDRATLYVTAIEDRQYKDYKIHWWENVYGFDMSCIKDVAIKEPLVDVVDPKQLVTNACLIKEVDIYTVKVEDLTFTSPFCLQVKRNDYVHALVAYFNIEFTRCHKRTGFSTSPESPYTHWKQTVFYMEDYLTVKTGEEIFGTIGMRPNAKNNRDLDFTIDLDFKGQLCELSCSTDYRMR
GC-B act: human GC-B receptor activators, primary screen, HEK293 GC-B cells, cGMP TR-FRET, EC30 CNP. Atrial natriuretic peptide receptor 2 (Homo sapiens), P20594. 0% at EC30 CNP, 100% saturating CNP. activation, % at 10 µM. 0.11% of 370,000 active. AID 1920062, 2024;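 active = activation at 10 µM reaching about 35% in either raw or pattern-adjusted values, limit read from the data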
HTRA1 inh: HTRA1 serine protease inhibitors, primary screen, biochemical, fluorescence polarization, HTS; Q92743; recombinant HTRA1, FP-rhodamine activity-based probe; inhibition, % at 5.96 µM; 0.5% of 340,000 active; in the data active = inhibition above about 36%;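 note: 0% = enzyme with DMSO and 100% = wells lacking enzyme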
TCR CD3 inh: inhibitors of human TCR-CD3 interaction, primary screen, biochemical, fluorescence, TAMRA-labeled TCR probe; T-cell receptor (TCR); inhibition, % at 9.4 µM; AID 651800, 2012; 0.37% of 360,000 active; in the data active = inhibition above about 19%;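 note: recombinant mutant TCR 2C K166C tagged with TAMRA read by polarization; 0% = receptor in buffer alone and 100% = receptor with positive control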
mABHD4 FP: ABHD4 inhibitors, primary screen, biochemical, fluorescence polarization, mouse; (Lyso)-N-acylphosphatidylethanolamine lipase (Mus musculus), Q8VD66; purified mABHD4, FP-Rh probe fluorescence polarization; inhibition, % at 8.92 µM; 0.54% of 370,000 active;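 active = inhibition exceeding the mean over every tested compound plus 3 SD, cut at about 30% in these data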;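 note: 0% = plate median of compound wells and 100% = S159A mutant with DMSO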
Target sequence (Q8VD66 whole entry, looked up): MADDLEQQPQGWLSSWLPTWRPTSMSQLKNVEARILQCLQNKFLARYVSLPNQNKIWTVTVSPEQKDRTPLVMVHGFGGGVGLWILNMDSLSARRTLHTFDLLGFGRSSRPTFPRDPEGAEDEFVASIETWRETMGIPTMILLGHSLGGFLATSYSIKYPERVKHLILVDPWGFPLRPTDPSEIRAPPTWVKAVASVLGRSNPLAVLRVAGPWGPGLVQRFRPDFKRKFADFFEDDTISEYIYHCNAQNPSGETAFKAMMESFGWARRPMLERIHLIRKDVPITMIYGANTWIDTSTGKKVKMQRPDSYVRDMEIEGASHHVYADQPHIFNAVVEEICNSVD
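Test system: mABHD4 protein; Read-out basis: % inhibition; Incubation: 45 min + 60 min at 25 °C; Repeats: single replicate; Technique: fluorescence polarization with parallel and perpendicular emission, 525/598 nm; Compound: 8.92 µM, single dose; Benchmarks: full inhibition S159A mutant plus DMSO, zero as sample-well median.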
MBD2 DNA inh: inhibitors of MBD2 binding to methylated DNA, primary screen, biochemical, TR-FRET, DNA-binding domain, human | MBD2 binding to methylated oligonucleotide | inhibition, % at 4.4 µM | AID 686964, 2013 | 0.31% of 370,000 active | Methyl-CpG-binding domain protein 2 (Homo sapiens), Q9UBB5; in the data active = inhibition above about 13%
SIAE inh: human SIAE inhibitors, primary screen, biochemical, fluorescence polarization, FP-Rh probe, 1536-well HTS | SIAE FP-Rh probe binding | 0.69% of 370,000 active | AID 1053197, 2014 | inhibition, % at 9.66 µM | Sialate O-acetylesterase (Homo sapiens), Q9HAT2;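 active = inhibition above a cutoff: mean of compounds within the control limits plus 3 SD of those, cut at about 17% in these data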;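 note: 0% = plate median of compound wells and 100% = probe without SIAE protein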
LEDGF integ inh: blockers of LEDGF/p75-dependent integrase strand transfer – biochemical, TR-FRET, high throughput, primary screen; HIV-1 integrase (with human LEDGF/p75); TR-FRET IN-LEDGF/p75 DNA integration, Eu/Cy5; inhibition, % at 3.7 µM; 0.64% of 370,000 active;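 active = inhibition above the screen-wide mean plus 3 SD, cut at about 13% in these data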;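 note: signal is the Cy5 over europium emission ratio at 671 and 618 nm; 0% = plate median of compound wells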
TDP2 inh: human TDP2 enzyme inhibitors, primary screen, biochemical, epi absorbance, recombinant enzyme. 0.34% of 370,000 active. inhibition, % at 12.8 µM. T5PNP hydrolysis, p-nitrophenol absorbance 415 nm. Tyrosyl-DNA phosphodiesterase 2 (Homo sapiens), O95551;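 active = inhibition above the mean of all tested compounds plus 3 SD, set per campaign, cut at about 25% in these data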;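 note: 0% = DMSO with enzyme and 100% = buffer with substrate but no TDP2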
Target sequence (O95551 whole entry, looked up): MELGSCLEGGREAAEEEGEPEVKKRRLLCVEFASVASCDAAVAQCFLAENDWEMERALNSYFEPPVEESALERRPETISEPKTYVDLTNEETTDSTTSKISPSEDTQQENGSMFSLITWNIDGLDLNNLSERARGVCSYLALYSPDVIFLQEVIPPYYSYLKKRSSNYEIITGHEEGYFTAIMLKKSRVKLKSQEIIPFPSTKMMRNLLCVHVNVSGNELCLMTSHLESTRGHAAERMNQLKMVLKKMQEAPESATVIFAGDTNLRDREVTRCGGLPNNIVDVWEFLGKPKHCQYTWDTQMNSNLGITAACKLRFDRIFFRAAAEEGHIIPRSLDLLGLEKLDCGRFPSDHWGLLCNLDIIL
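Assay system: recombinant human TDP2 / Reagent: T5PNP substrate at 5 mM, a TopII-DNA adduct mimic / Measured by: epi absorbance from released p-nitrophenol / Evaluation: % inhibition relative to enzyme-containing and enzyme-free wells / Control set: enzyme-free and DMSO wells / Replicates: each compound tested once, singlicate / Schedule: enzyme reaction with compound for 2 h at 37 °C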
An asterisk follows results filed as active; . = not tested or not shown. These rows are one share of the data; count on the stated rates, not on these rows.

SMILES	rCAG binder	PRMT1 FP inh	GC-B act	HTRA1 inh	TCR CD3 inh	mABHD4 FP	MBD2 DNA inh	SIAE inh	LEDGF integ inh	TDP2 inh
CCOC(=O)C1(C)CCCN(C(=O)c2c(F)ccc(C)c2F)C1 (centres undefined)	-1	4	7	.	-5	1	3	-5	-2	-5
CCOC(=O)CSc1nc2c(sc3ccc([N+](=O)[O-])cc32)c(=O)n1Cc1ccco1	0	-2	50*	3	1	7	2	-1	-2	-12
Nc1nc(N)c2cc(Sc3cccc(C(F)(F)F)c3)ccc2n1	2	-4	12	-11	0	15	2	11	3	-6
O=C(Cn1[nH]c(=O)c2ccccc2c1=O)OCC(=O)c1ccc(F)cc1	-2	1	-2	4	-1	5	1	0	1	1
CN(C)c1ccc(C(=O)NCC(c2cccs2)N2CCOCC2)cc1 (centres undefined)	6	-3	7	3	1	-1	-3	3	1	11
COc1ccc([C@H]2CC(=O)C=C(C#CC(C)(C)C)C2)cc1	-5	2	0	-17	5	-6	-8	8	-2	-17
COc1ccc(OC)c2c1cc(C(=O)N[C@H](C(=O)N1CCC(C(=O)O)CC1)C(C)C)n2C	8	-6	-3	7	-5	8	0	8	2	5
CN1C(c2ccc(F)cc2)=CS/C1=C(\C#N)c1nnc2n1-c1ccccc1SC2	-2	0	-4	1	5	1	1	7	-1	-1
COc1ccc(NC(=O)CNc2cc(S(=O)(=O)N3CCOCC3)ccc2NCC2CCCO2)cc1 (centres undefined)	3	4	1	-8	-1	12	4	11	-3	5
Cc1cc(C)cc(NC(=O)CC2Oc3ccc(C)cc3NC2=O)c1 (centres undefined)	-2	1	-8	-1	-5	-1	0	1	-3	-8
CC(=O)Nc1ccc(NC(=O)C(C)OC(=O)C2CCCC2)cc1 (centres undefined)	-1	-4	3	-2	0	0	2	1	1	-2
CCCCNS(=O)(=O)c1ccc(NC(=O)C2c3ccccc3Oc3ccccc32)cc1	6	-3	-3	-6	8	-8	-1	-13	2	4
COc1ccccc1NC(=O)N1CCC(NC(=O)C2CCCCC2)CC1	-2	-1	6	3	-1	6	-1	1	-1	-4
Cc1ccc(-c2nc3c(Cl)cc(C(F)(F)F)cn3c2Cc2ccsc2)cc1	55*	1	3	.	-4	-39	4	-5	1	7
COc1ccc([C@@H]2CC=C(C(=O)O)[C@H](c3ccc(F)cc3)N2S(=O)(=O)c2ccccc2C)cc1	59*	3	-1	-11	-2	-13	3	0	4	-17
FC(F)Oc1ccc(/C=N/NC(=S)Nc2cc(C(F)(F)F)ccc2Cl)cc1	0	-3	-3	-1	6	3	2	-7	-1	1
Cc1cc(C)cc(-n2c(=O)c3sccc3n(CC(=O)NCc3ccco3)c2=O)c1	0	-4	4	5	1	-9	2	4	-2	-5
Cc1cccc(NC(=S)NCCc2ccccn2)c1	-3	0	2	.	2	10	4	3	-2	4
O=C1C=C(c2ccc(C(=O)O)cc2)C[C@@H](c2ccc(F)cc2)C1	9	4	-3	4	-4	-13	3	7	-1	-6
COc1ccccc1N1CCN(C(=O)C2c3ccccc3Oc3ccccc32)CC1	-5	0	-16	-15	9	-1	-5	8	2	-8
COc1cc(C(=O)OCCCN(C)C)cc(OC)c1OC	-4	-4	7	3	8	2	-8	1	-4	-10
O=C(Nc1cccc(Cl)c1)c1cnn2cccnc12	-1	0	-2	-12	-2	-6	-1	1	-5	5
CCc1ccc(N2CC(C(=O)NCc3ccco3)CC2=O)cc1 (centres undefined)	6	4	2	3	-3	1	-6	1	1	2
CCC(=O)N1CCC1(C)C(=O)Nc1cccc2cccnc12 (centres undefined)	1	4	2	.	8	1	-8	-1	-1	3
O=C(COc1nsnc1N1CCOCC1)Nc1ccc([N+](=O)[O-])cc1	1	4	0	-5	-7	0	4	-1	-2	9
COc1ccc(NC(=O)CSc2nnnn2Cc2ccccc2)cc1	-1	-6	6	-13	7	0	-12	-2	1	5
COc1ccc(S(=O)(=O)N2CCOCC2)cc1C(=O)N(C)CCOc1ccc(Cl)cc1	0	-2	-5	4	-11	4	4	-3	-5	8
Cc1ccc(/C=N/Nc2cc(C)nc(N3CCOCC3)n2)cc1	-3	-1	-3	0	-1	5	0	-1	3	-6
S=C(N/N=C/c1ccccc1)N1CCOCC1	1	-1	9	10	-6	7	0	4	-3	0
COc1ccccc1OC(C)c1nnc(SCC(=O)Nc2c(C)n(C)n(-c3ccccc3)c2=O)n1-c1ccccc1 (centres undefined)	-6	-3	0	-6	0	0	-4	4	1	7

A draw from above in order of length of the SMILES, high to low.
SMILES	rCAG binder	PRMT1 FP inh	GC-B act	HTRA1 inh	TCR CD3 inh	mABHD4 FP	MBD2 DNA inh	SIAE inh	LEDGF integ inh	TDP2 inh
COc1ccc(S(=O)(=O)N2CCOCC2)cc1C(=O)N(C)CCOc1ccc(Cl)cc1	0	-2	-5	4	-11	4	4	-3	-5	8
Cc1cc(C)cc(-n2c(=O)c3sccc3n(CC(=O)NCc3ccco3)c2=O)c1	0	-4	4	5	1	-9	2	4	-2	-5
COc1ccc(NC(=O)CSc2nnnn2Cc2ccccc2)cc1	-1	-6	6	-13	7	0	-12	-2	1	5

The list continues.
SMILES	rCAG binder	PRMT1 FP inh	GC-B act	HTRA1 inh	TCR CD3 inh	mABHD4 FP	MBD2 DNA inh	SIAE inh	LEDGF integ inh	TDP2 inh
COc1cccc(C2C3=C(CC(C)(C)CC3=O)Nc3n[nH]c(C)c32)c1 (centres undefined)	3	3	1	-2	-7	-2	-1	1	3	4
CCc1cccc2c(=O)c(C(=O)N3CCOCC3)c[nH]c12	-2	-1	-4	11	5	3	-1	0	3	3
O=C(CC(NC(=O)c1ccccc1)c1ccccc1)Nc1cccc2ccccc12 (centres undefined)	5	-2	-4	-10	7	-16	3	-20	-20	9
O=[N+]([O-])c1ccc(NN=Cc2cc(Br)ccc2O)nc1	9	1	3	28	3	25	18*	4	0	1
O=C(NCc1ccco1)c1ccccc1SCC(=O)N1CCCC1	5	13	3	-5	-6	-3	-4	7	0	-1
CC(C)C(=O)OCc1cn(-c2ccc(Cl)c(Cl)c2)nn1	-3	3	0	1	-3	4	1	6	0	2
Cc1onc(-c2c(Cl)cccc2Cl)c1C(=O)N1CCN(Cc2ccccc2)CC1	-6	2	0	-2	7	-7	2	2	3	8
COc1ccccc1C(=O)N1c2ccccc2Sc2ccccc21	-2	-2	-10	-10	-3	-9	0	1	3	0
Nc1cc(Cl)ccc1N1CCCCC1	-4	-2	-1	0	9	2	-5	15	5	2
Cc1ccc(S(=O)(=O)N2CCN(C(=O)COC(=O)c3oc4ccccc4c3C)CC2)cc1	-1	2	3	-1	1	4	-3	-4	-1	0
CCC(C)[C@H](NC(=O)N1CC(=O)Nc2ccccc21)C(=O)N1CCC[C@H]1C(=O)O (some centres undefined)	2	2	4	-8	-1	9	-3	-10	-4	1
CNc1cc(CSc2ccc(Cl)cc2)nc(C)n1	-1	1	-9	-1	-1	-4	1	6	8	3
CCOC(=O)C(C#N)=C1CCC=C(C)C1	1	-2	-1	4	7	-2	-5	-2	1	-1
COc1ccccc1N=C1SC(C(=O)Nc2ccc(F)cc2)CC(=O)N1C (centres undefined)	-5	-4	-4	-8	4	-5	-3	2	0	-10
O=C(NC1CCC(O)CC1)c1cc(-c2ccc(Cl)cc2)nc2ccccc12 (centres undefined)	5	-4	-2	-10	-1	0	4	-6	-2	9
Clc1ccc(-n2c(SC/C=C/c3ccccc3)nnc2-c2ccco2)cc1	3	3	-12	.	.	-10	-5	7	1	12
COc1ccc(-c2ccc(-c3nnn(CC(C)=O)n3)cc2)cc1	7	5	-2	-10	-6	-3	-1	-5	-1	0
CCCNC(=O)NC(=O)CSc1ccc(C)cc1C	-7	0	0	2	3	-5	2	4	-1	11
CC(=O)N1CC2(CC(c3ccc(Cl)cc3Cl)=NO2)CN1c1cccc(Cl)c1 (centres undefined)	2	-5	-4	-30	1	-9	-2	4	1	4
CCOC(=O)CC1C(=O)NCCN1Cc1cccs1 (centres undefined)	1	-4	-11	2	8	1	0	6	2	2
COc1ccc(OCCC(=O)Nc2cc3c(cc2C(=O)O)OCCCO3)cc1	10	-3	-4	2	9	3	-3	10	3	9
COc1ccc(/C=N/NC(=O)c2ccoc2C)cc1COc1ccc(Cl)cc1	12	3	-2	-80	5	-30	3	-55	-3	-8
Cc1ccc(/C=C/C(=O)OCC(=O)NC(C)c2ccccc2)o1 (centres undefined)	3	15	2	-1	0	-1	-6	2	2	4
O=C(O)C1CCCN(S(=O)(=O)c2cccs2)C1 (centres undefined)	-1	7	7	-7	4	1	0	-1	-1	0
CCN1C(=O)[C@@H]2[C@@H](c3ccc(-c4ccc(Cl)c(Cl)c4)cc3)N3CCCC[C@@]3(C(=O)OC)[C@@H]2C1=O	4	1	-7	-8	-7	3	3	0	0	5
Cc1ccc(C2CC(c3cccs3)=NN2C(=O)c2ccco2)o1 (centres undefined)	-4	0	8	-10	-1	-9	-1	1	-2	7
Cc1onc(-c2ccccc2Cl)c1C(=O)N1CCN(C)CC1	-2	2	4	2	1	0	2	-4	1	-5
CC(C)COC(=O)C(C)Nc1n[nH]c(=S)[nH]c1=O (centres undefined)	3	4	2	6	0	-2	-1	4	5	0
Cc1ccc(SCC(=O)NNC(=O)c2cncc(Br)c2)cc1	0	-8	1	1	2	-2	5	-4	4	-2
CC1(C(=O)NS(=O)(=O)c2ccc(F)cc2F)CCN1C(=O)CCc1ccccc1 (centres undefined)	3	-2	9	.	-7	9	4	-2	-4	8
CCC(C)Sc1nc2ccccc2c(=O)[nH]1 (centres undefined)	4	-1	6	-10	0	3	-1	-5	-2	2
CCOC(=O)CSc1nncc2ccc(OC)c(OC)c12	-2	-4	-1	2	-1	12	2	4	-3	7
O=C(Nc1cc(F)cc(F)c1)c1ccc(NCCc2ccccc2)c([N+](=O)[O-])c1	-3	0	-8	-3	8	-11	-3	3	0	6
COc1ccc(CCNC(=O)c2cc3c(=O)n4ccccc4nc3n(CCCN3CCOCC3)c2=N)cc1OC	0	0	4	2	9	6	-10	-2	0	2
N#CCn1c2ccccc2c2nc3ccccc3nc21	1	2	7	-6	-4	-9	-3	0	-2	10

Records listed so far shown as hits in GC-B act.
Structure,PRMT1 FP inh,GC-B act,HTRA1 inh,TCR CD3 inh,mABHD4 FP,MBD2 DNA inh,SIAE inh,LEDGF integ inh,TDP2 inh
CCOC(=O)CSc1nc2c(sc3ccc([N+](=O)[O-])cc32)c(=O)n1Cc1ccco1,-2,50*,3,1,7,2,-1,-2,-12
